# High-throughput results as filed in PubChem.
# NCI-60 one-dose screen, 48 h, at 10 µM unless noted. Numbers give growth in % (100 = growth as untreated, 0 = no growth, -100 = all killed).
# SN12C: SN12C renal cancer cells; 81,000 tested, 3.8% active
# SF-268: SF-268 CNS cancer cells; 82,000 tested, 3.1% active; AID 1794759
# CAKI-1: CAKI-1 renal cancer. 75,000 tested, 4.7% active
# SF-295: SF-295 CNS cancer cells | 79,000 tested, 5.6% active | AID 1794758
# TK-10: TK-10 renal cancer cells; 81,000 tested, 3.9% active; AID 1794769
# U251: U251 CNS tumor cells | 80,000 tested, 5.4% active | AID 1794753
# UO-31: UO-31 renal cancer | 81,000 tested, 5.2% active | AID 1794768
# 786-0: 786-0 renal cancer cells. 81,000 tested, 5.1% active
# Numbers without * were called inactive; nt = not tested or not shown; & = joins results of further samples. The calls were made as follows: active = growth percent below 10; inactive = the rest.
SMILES,SN12C,SF-268,CAKI-1,SF-295,TK-10,U251,UO-31,786-0
O=C1C=CC(=O)C2C1C1(Cl)C(Cl)=C(Cl)C2(Cl)C1(Cl)Cl (stereo not given),67,48,52,40,72,61,45,74
COc1cc2c(cc1OC)[C@@H]1N(CC2)C(=O)c2ccccc2[C@@]1(C)C(=O)O,102,110,101,101,107,106,97,100
COc1ccc2c(c1)c(-c1nc(-c3cn(C)c4ncccc34)cs1)cn2CCCCN1CCCCC1,-80*,-38*,nt,-50*,-27*,-86*,-89*,-91*
O=C(Nc1ccc(Br)cc1)c1cc(Br)cc(Br)c1O,-2.0*,32,-6.1*,-8.2*,15,6.1*,5.0*,-12*
O=[N+]([O-])c1cccc(P(=O)(O)O)c1,97,108,96,92,101,98,81,101
Cc1cc([N+](=O)[O-])c(Cl)cc1NS(=O)(=O)c1ccccc1,78,90,64,66,110,81,64,60
CC[C@H](C)[C@H](NC(=O)c1ccccn1)C(=O)N(C)[C@H](C[C@@H](OC(C)=O)c1nc(C(=O)NC23CC(C(=O)OC)(C2)C3)cs1)C(C)C,97,92,92,96,86,102,91,97
O=S(=O)(F)c1ccc2nc(-c3cccc(Sc4ccccc4)c3)cc(Cl)c2c1,94,102,90,101,107,90,89,93
CCC(CC)(c1ccccc1)C(OC(N)=O)c1ccccc1 (stereo not given),82,94,61,72,nt,82,71,83
NCCc1c[nH]c2ccc(F)cc12,96,109,86,111,106,102,76,104
CO[C@@H]1[C@H](OC(=O)NC(=O)CCl)CC[C@]2(CO2)[C@H]1[C@@]1(C)O[C@@H]1CC=C(C)C,72,72,67,75,93,5.9*,53,70
CC12CCC3(CCC(=O)OCCNc4ccnc5cc(Cl)ccc45)[C@@](C)(OO[C@]3(C)O1)O2,86,101,73,88,91,93,63,96
O=S1(=O)CCCCO1,97,105,nt,nt,110,97,94,98
CCCCOc1nc2c(C)cccc2cc1C(c1c(O)c2ccccc2oc1=O)c1cn(Cc2ccccc2)c2ccccc12 (stereo not given),89,95,77,85,108,82,70,96
CC1([N+](=O)[O-])COP(=O)(NCc2cccnc2)OC1 (stereo not given),97,105,122,nt,102,108,91,102
CCOC(=O)Cc1ccccc1,97,115,nt,89,98,107,98,98
O=C(c1ccccc1)C1CCCC1,105,107,119,134,100,89,80,107
COC(=O)[C@@H](NC(=O)c1cn(CCC2CCCCC2)c2ccccc12)C(C)(C)C,66,69,nt,60,78,73,39,73
COc1cc2c(c(OC)c1OC)-c1ccc(O)c(=O)cc1C(N)CC2 (stereo not given),87,67,93,110,114,87,37,74
O=[N+]([O-])c1ccc(N2CCOCC2)c2c1no[n+]2[O-],17,4.6*,26,21,-0.3*,3.0*,8.2*,-13*
CN1C2CCC1CC(OC(=O)/C=C\c1ccccc1)C2 (stereo not given),97,104,73,98,132,90,52,144
C[C@]1(O)CC[C@H]2[C@@H]3CCC4=CC(=O)CC[C@]4(C)[C@@]34O[C@H]4C[C@@]21C,95,111,97,97,98,99,80,98
c1ccc(N2C3C4CC(C5CCCC54)C32)cc1 (stereo not given),102,101,99,107,112,95,76,101
CC1(C)C(C(=O)c2cn(CCCCO)c3ccccc23)C1(C)C,94,99,nt,97,105,88,85,104
C[C@H](Oc1cc(Cl)c(Cl)cc1Cl)C(=O)O,105,94,97,92,85,107,97,95
SMILES,SN12C,SF-268,CAKI-1,SF-295,TK-10,U251,UO-31,786-0
CCCCCCCC(C)(C)c1ccc([C@H]2CCC[C@@H](O)C2)c(O)c1,79,86,nt,88,118,89,67,91
C=CCNC(Cc1ccccc1)c1ccccc1 (stereo not given),nt,102,98,96,91,102,88,90
Clc1ccc(Cl)c2ccccc12,93,123,105,107,112,108,89,116
O=C1CCCN1,105&103,98&112,101&93,102&91,99&109,95&98,96&90,96&103
C[C@H]1CC[C@H]2NCCN[C@H]2C1,98,97,86,106,106,101,94,89
CC(=O)OCC1O[C@@H]([S-])C(OC(C)=O)[C@H](OC(C)=O)[C@@H]1OC(C)=O.[Au+].c1ccc(CN2[CH-]N(Cc3ccccc3)C(c3ccccc3)=C2c2ccccc2)cc1,24,33,50,31,30,-59*,45,40
ClC(OCC(Cl)(Cl)Cl)C(Cl)(Cl)Cl (stereo not given),99,106,101,111,109,99,102,101
NC(Cc1ccccc1)Cc1ccccc1,91,111,90,103,105,99,87,104
N#CC1(c2ccccc2)CCCC1,91,109,107,113,97,108,79,103
CC(CCc1ccccc1)NC(C)C(O)c1ccc(O)cc1 (stereo not given),108&102,114&113,101&112,108&103,122&114,107&99,101,121&105
NC(=O)C(Cl)Cl,104,102,98,98,99,nt,95,107
CCCCN(N=O)C(C)=O,108,111,96,nt,116,100,97,112
NC(Cc1ccc(O)cc1)C(=O)N/N=C/c1ccc(N(CCCl)CCCl)cc1 (stereo not given),46,56,26,48,115,77,52,43
NC1=NNC2NNC(N)=NC2=N1 (stereo not given),104,113,nt,nt,118,104,84,100
CCC1(C)CC(CCNCc2ccccc2O)(c2ccc(C)cc2)CCO1 (stereo not given),105,105,106,nt,106,99,101,101
Cc1cccc(N=C2c3cc([N+](=O)[O-])ccc3-c3c2cc([N+](=O)[O-])cc3[N+](=O)[O-])c1,26,59,68,98,56,40,nt,60
N#CC1=C(N)Oc2c(c(=O)oc3ccccc23)C1c1ccco1 (stereo not given),105,108,101,108,95,98,95,100
C#CC1(OC(O)C(Cl)(Cl)Cl)CCCCC1 (stereo not given),107,103,97,106,109,104,100,nt
CCCCCCCOC(C(=O)OCCN(CC)CC)(c1ccccc1)c1ccccc1,94,88,65,123,78,78,69,66
Oc1ccc(C(=C(Cl)Cl)c2ccc(O)cc2)cc1,73,86,64,75,93,84,64,83
OC1C=CC2CC1(O)C1CCCCN1O2 (stereo not given),106,106,95,108,89,99,86,102
O=S(=O)(F)c1ccccc1,111,102,101,104,109,97,91,107
CC[CH2][Pb]([CH2]CC)([CH2]CC)[O]C(=O)C(F)(F)F,-79*,-82*,-95*,-88*,nt,-87*,-100*,-99*
Oc1c(Br)cccc1Br,109,98,102,113,154,112,82,114
O=NNc1ccc2cccnc2n1,99,113,88,92,120,102,nt,103

# Six successive entries from above, quoted:
SMILES,SN12C,SF-268,CAKI-1,SF-295,TK-10,U251,UO-31,786-0
CCCCCCCC(C)(C)c1ccc([C@H]2CCC[C@@H](O)C2)c(O)c1,79,86,nt,88,118,89,67,91
C=CCNC(Cc1ccccc1)c1ccccc1 (stereo not given),nt,102,98,96,91,102,88,90
Clc1ccc(Cl)c2ccccc12,93,123,105,107,112,108,89,116
O=C1CCCN1,105&103,98&112,101&93,102&91,99&109,95&98,96&90,96&103
C[C@H]1CC[C@H]2NCCN[C@H]2C1,98,97,86,106,106,101,94,89
CC(=O)OCC1O[C@@H]([S-])C(OC(C)=O)[C@H](OC(C)=O)[C@@H]1OC(C)=O.[Au+].c1ccc(CN2[CH-]N(Cc3ccccc3)C(c3ccccc3)=C2c2ccccc2)cc1,24,33,50,31,30,-59*,45,40

# Among those listed so far, 5 have a nitro group on carbon:
SMILES,SN12C,SF-268,CAKI-1,SF-295,TK-10,U251,UO-31,786-0
O=[N+]([O-])c1cccc(P(=O)(O)O)c1,97,108,96,92,101,98,81,101
Cc1cc([N+](=O)[O-])c(Cl)cc1NS(=O)(=O)c1ccccc1,78,90,64,66,110,81,64,60
CC1([N+](=O)[O-])COP(=O)(NCc2cccnc2)OC1 (stereo not given),97,105,122,nt,102,108,91,102
O=[N+]([O-])c1ccc(N2CCOCC2)c2c1no[n+]2[O-],17,4.6*,26,21,-0.3*,3.0*,8.2*,-13*
Cc1cccc(N=C2c3cc([N+](=O)[O-])ccc3-c3c2cc([N+](=O)[O-])cc3[N+](=O)[O-])c1,26,59,68,98,56,40,nt,60

# Additional compounds follow:
SMILES,SN12C,SF-268,CAKI-1,SF-295,TK-10,U251,UO-31,786-0
CNC(=O)C(Cl)Cl,94,109,97,103,109,95,102,nt
Cc1ccc2c(C(C[N+](=O)[O-])c3cccs3)c(-c3ccccc3)[nH]c2c1 (stereo not given),32,38,2.8*,7.7*,65,21,35,39
CCOC(=O)C1=C(Nc2ccc(Cl)c(C(F)(F)F)c2)C(=O)OC12C(=O)Nc1ccccc12 (stereo not given),92,83,76,96,115,95,65,108
CC(Br)C(N)=O (stereo not given),94,95,90,102,97,102,93,98
C=CCCCCCCCCC(=O)O (tested in a mixture with another compound),92,98,85,95,102,97,nt,103
CN(C)CCc1ccc(OC(=O)c2ccc(N)cc2)cc1,100,103,97,110,96,102,96,102
NC(=O)OCc1ccccc1,96,95,72,82,110,103,100,103
CCCCn1c(=O)c(C(=O)NCc2ccccc2Cl)c(O)c2ccccc21,77,81,80,52,84,68,73,52
CNCC(O)c1ccc(O)cc1 (stereo not given),90&87,99&105,102&99,97&108,94,103&93,80&81,97&104
CCOP(=O)(CN(CCO)CCO)OCC,104,107,90,91,101,98,95,102
Nc1c(Br)cc(Br)cc1Br,99,103,110,110,105,109,nt,nt
COC(=O)c1cn(Cc2cn(S(=O)(=O)c3ccccc3)c3ccccc23)c2ccccc12,91,104,50,75,99,87,71,92
COP(=O)(OC)C(O)c1ccccc1 (stereo not given),109,95,nt,104,94,101,95,99
ClCCN1CCOCC1,95,169,85,92,87,99,81,96
COC(=O)NP(=S)(c1ccccc1)c1ccccc1,99,106,nt,99,87,97,87,94
ClC1C(Cl)C(Cl)C(Cl)C(Cl)C1Cl (stereo not given),98&97,107&100,94&83,114&92,97&92,102&95,94&85,101
O=C(CI)CI,106,105,120,nt,nt,106,96,92
COc1ccc(CCl)cc1CCl,104,100,95,nt,102,98,85,100
Clc1cccc(NC2=NCCS2)c1,92,106,73,88,96,100,88,103
CCCCCCCCCCCC1CCCC(C)N1 (stereo not given),75,74,87,100,nt,60,29,67
O=C(CCl)N1CCOCC1,113,110,102,112,94,101,91,99
COC(=O)C1C2c3ccccc3C(C1C(=O)OC)[n+]1ccccc12 (stereo not given),84,96,69,112,103,99,75,102
c1cncc([C@@H]2CCCCN2)c1,99,110,nt,117,104,100,91,102
COC(=O)c1cc([N+](=O)[O-])cc([N+](=O)[O-])c1,105,99,98,90,105,97,90,101
Cn1c(O)c(C=N)c(=O)n(C)c1=O,117,95,98,94,83,95,87,101
SMILES,SN12C,SF-268,CAKI-1,SF-295,TK-10,U251,UO-31,786-0
C=CC[Se]C(=O)CCc1ccccc1,103,93,92,55,92,92,84,102
Cc1ccc(N2CCN(CCO)CC2)cc1,103&97,106&109,94&68,79&104,110&94,99&108,81&88,93&104
CC12CC(=O)C3(SC#N)C(CCC4=CC(=O)CCC43C)C1CCC2=O (stereo not given),85,101,94,nt,81,101,39,90
C=CCN=C([Se])NC(=O)c1ccc2c(c1)OCO2,81,110,118,14,120,36,115,86
O=S(=O)(F)c1ccc(Cl)cc1,105,98,105,114,107,109,92,107
C=C[C@@H](O)C#CC#CC/C=C\CCCCCCC,96,103,91,100,127,97,88,102
CCC(=O)O[C@H]1CC[C@H]2[C@@H]3C[C@H](F)C4=CC(=O)CC[C@]4(C)[C@H]3CC[C@]12C,94,104,91,91,86,97,66,92
CC1=C(C)C(=O)OC([C@](C)(O)[C@@]2(O)CC[C@@]3(O)C4CC=C5CC=CC(=O)[C@]5(C)C4CC[C@]23C)C1 (stereo not given in full),85,90,80,105,111,93,84,105
COc1cc(C(=O)/C=C/c2sc(N(CCCl)CCCl)nc2Cl)cc(OC)c1OC,79,96,73,97,115,83,58,93
O=C1NC(=O)C(=Cc2cn(C[C@H](O)Cn3c4ccccc4c(=O)c4ccccc43)c3ccccc23)C(=O)N1,90,95,101,100,100,95,67,119
Nc1c([N+](=O)[O-])cccc1[N+](=O)[O-],105,108,90,95,113,98,87,96
OCCCNP(=S)(N1CC1)N1CC1,99,95,56,79,107,85,92,107

# An excerpt, so the mix of outcomes need not match the whole.
